Assay outcomes from PubChem.
mIAP act – increases mouse intestinal alkaline phosphatase activity | muIAP, CDP-Star luminescence, 30 min; active compounds read high; 1 = vehicle-only enzyme signal, 0 = enzyme-free wells | activation factor at 10 µM | hit rate 0.24% among 330,000;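 active = activation factor of at least 2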; note: the source names both 10 and 20 µM as test concentration; values of inactives mirror those of a sister screen read the other way
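System: Mouse IAP enzyme | Also added: CDP-Star substrate | Dosing: Compounds dispensed in DMSO | Schedule: 30 min enzyme-substrate-compound incubation at room temperature | Technique: Chemiluminescence readout | Control set: DMSO-only wells and no-enzyme negative control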
TIM10 inh – growth inhibitors of TIM10 yeast strain; S. cerevisiae TIM10 strain growth, BacTiter-Glo luminescence, 24 h; hit rate 1.4% among 330,000; inhibition, % at 10 µM;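 active = inhibition of 40% or more at the single tested concentration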;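 note: wild-type TIM10 isogenic control strain grown at permissive 25 °C; 0% = DMSO yeast wells and 100% = minimal medium wells without yeast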
hIAP block – blocks human intestinal alkaline phosphatase; AID 2544; P09923; hit rate 0.12% among 330,000; inhibition, % at 10 µM; purified IAP, CDP-Star luminescence, 30 min;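 active = inhibition reaching a set limit with compound at 10 µM in the primary screen, cut at about 35% in these data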;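 note: plate controls were DMSO wells with enzyme for no effect and no-enzyme buffer wells for full effect; values of inactives mirror those of a sister screen read the other way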
Target sequence (P09923 whole entry, looked up): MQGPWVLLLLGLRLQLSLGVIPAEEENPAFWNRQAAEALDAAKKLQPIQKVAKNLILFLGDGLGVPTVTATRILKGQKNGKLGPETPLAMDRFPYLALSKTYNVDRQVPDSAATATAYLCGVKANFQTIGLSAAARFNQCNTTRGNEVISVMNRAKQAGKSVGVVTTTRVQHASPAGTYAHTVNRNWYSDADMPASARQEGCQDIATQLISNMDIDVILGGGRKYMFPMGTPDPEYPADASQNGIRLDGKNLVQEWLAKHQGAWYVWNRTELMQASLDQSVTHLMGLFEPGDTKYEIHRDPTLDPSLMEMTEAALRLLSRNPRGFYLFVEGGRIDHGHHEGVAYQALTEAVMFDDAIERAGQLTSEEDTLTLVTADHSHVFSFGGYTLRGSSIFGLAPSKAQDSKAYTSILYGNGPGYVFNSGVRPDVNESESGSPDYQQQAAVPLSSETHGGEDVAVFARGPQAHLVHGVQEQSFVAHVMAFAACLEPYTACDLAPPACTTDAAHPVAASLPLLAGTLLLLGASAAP
tim10-1 inh – inhibits growth of tim10-1 mutant yeast | AID 463190 | inhibition, % at 20 µM | S. cerevisiae tim10-1 ts strain growth, BacTiter-Glo, 24 h | hit rate 2.2% among 330,000;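 active = inhibition of at least 40%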;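 note: mutant grown at 25 °C; 0% = DMSO wells with yeast and 100% = wells holding no yeast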
A3A deaminase – human APOBEC3A DNA deaminase inhibition; P31941; AID 493011; hit rate 0.41% among 330,000; inhibition, % at 20 µM; recombinant A3A, FAM/TAMRA ssDNA deamination fluorescence;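 active = at least 40% inhibition at 20 µM here, with at most 30% in a related deaminase screen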;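 note: plate controls were A3A with DMSO for no effect and wells lacking A3A enzyme for full effect; some results filed as inactive read as strong as hits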
Target sequence (P31941 whole entry, looked up): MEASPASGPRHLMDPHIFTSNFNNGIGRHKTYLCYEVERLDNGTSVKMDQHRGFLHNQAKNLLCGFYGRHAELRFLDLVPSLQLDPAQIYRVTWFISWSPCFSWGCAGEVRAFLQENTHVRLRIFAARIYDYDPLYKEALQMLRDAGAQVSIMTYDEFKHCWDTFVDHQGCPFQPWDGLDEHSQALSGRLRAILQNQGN
mIAP block – blocks mouse intestinal alkaline phosphatase; AID 2806; inhibition, % at 10 µM; purified mouse IAP, CDP-Star luminescence, 30 min; hit rate 0.2% among 330,000;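 active = inhibition of at least 40% at 10 µM in the primary screen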;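 note: plate controls were DMSO with enzyme for no effect and no enzyme wells for full effect; values of inactives mirror those of a sister screen read the other way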
NALP3 yeast inh – inhibitors of NALP3 inflammasome in yeast. inhibition, % at 10 µM. Yeast reconstituted NLRP3/ASC/caspase-1, beta-gal luminescence, 24 h. hit rate 0.39% among 330,000;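 active = inhibition of 50% or more; inactive = inhibition below 50%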;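 note: plate controls were induced DMSO wells for no effect and uninduced yeast grown without galactose for full effect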
APOBEC3G inh – inhibitors of human APOBEC3G DNA deaminase. inhibition, % at 20 µM. Q9HC16. AID 493012. hit rate 0.28% among 330,000. recombinant A3G, ssDNA deamination FAM/TAMRA fluorescence;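 active = inhibition of at least 40% at 20 µM, with no more than 30% in the related APOBEC3A deaminase screen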;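 note: plate controls were DMSO wells with A3G for no effect and wells lacking A3G enzyme for full effect; some compounds called inactive have numbers as strong as hits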
beta cell repl – inducers of beta-cell replication in MIN6 cells | proliferation, % at 10 µM | hit rate 0.29% among 330,000 | MIN6 cells proliferation, ATPlite luminescence, 48 h; cells starved in 0.2% serum; 100% = growth in 10% serum;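 active = compounds whose signal lies at least 3.5 SD above the mean of all wells on their plate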;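 note: 0% = DMSO-treated cells in low-serum medium and 100% = 10% serum control; some compounds called inactive have numbers as strong as hits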
An asterisk follows results filed as active. Hits appear at their usual frequency; overall some 4.6% were active at least once.

Every second line gives: mIAP act | TIM10 inh | hIAP block | tim10-1 inh | A3A deaminase | mIAP block | NALP3 yeast inh | APOBEC3G inh | beta cell repl
CC1CN(S(=O)(=O)c2cccc(C(=O)OCC(=O)Nc3ccc4c(c3)OCO4)c2)CC(C)O1 (stereo not given)
 : 1.1 | 17 | -12 | 14 | 7 | -6 | 9 | 2 | -2
C=CCNc1cnn(-c2ccccc2)c(=O)c1Cl
 : 0.97 | -7 | 8 | 16 | -3 | 3 | 1 | -6 | -2
CCn1c(Cc2cccs2)nnc1SCC(=O)Nc1ccc(OC)c(OC)c1
 : 0.95 | 0 | 15 | 10 | 2 | 5 | 17 | 2 | 3
C/C(CCc1oc2ccccc2c1-c1ccc(C)o1)=N/O
 : 1 | 4 | 17 | 21 | -2 | -1 | 35 | -3 | -1
CCn1cc(CN2CCCC(C(=O)Nc3cccc(-c4cc5ccccc5[nH]4)c3)C2)c(C)n1 (stereo not given)
 : 1 | 7 | 2 | 7 | -3 | -1 | 19 | -8 | -7
CN1CCCN(S(=O)(=O)c2cccc(Cl)c2Cl)CC1
 : 1 | -15 | -5 | -14 | 1 | -1 | 12 | -6 | 0
CC(C)N=C(Nc1cccnc1)c1ccccc1
 : 0.98 | 18 | 1 | 16 | 2 | 2 | 1 | -7 | 1
COc1cc(NC(=O)COc2ccccc2Cl)ccc1NC(=O)C(C)C
 : 1 | 13 | 3 | 21 | 4 | 0 | 14 | -14 | 2
Cc1c(N=Cc2cc(Br)cc(Br)c2O)cccc1C(=O)O
 : 0.78 | 42* | 4 | 59* | 1 | 22 | 28 | -9 | -6
CNC(=O)c1ccccc1NC(=O)C1CC(=O)N(C(C)C)C1 (stereo not given)
 : 1 | -3 | 2 | 6 | -8 | -2 | 23 | -8 | -1
COc1cc2c(cc1OC)CN(C(=O)Nc1ccccc1)CC2
 : 1 | -3 | 9 | -3 | -5 | -5 | 16 | -12 | 0
CCCCN1C2=C(C(=O)CCC2)C(c2ccc(Cl)c(Cl)c2)C2=C1c1ccccc1C2=O (stereo not given)
 : 0.97 | 35 | 4 | 32 | 5 | 3 | 20 | 4 | -5
CCC(=O)Nc1ccc(C(=O)n2ccc(C)n2)cc1
 : 1.1 | 14 | -17 | 17 | -10 | -5 | 2 | -10 | -1
OCCNCCCCSc1ccc(Cl)cc1
 : 1 | 9 | -1 | 14 | 0 | -1 | 7 | -2 | -4
COc1cc(NS(=O)(=O)c2ccc(NC(=S)NC(=O)C3CCCC3)cc2)nc(OC)n1
 : 0.93 | -4 | 9 | 9 | 3 | 7 | 7 | -2 | -2
COCCN(C(=O)CSc1nnc(-c2cccc(F)c2)n1N)c1c(N)n(Cc2ccccc2)c(=O)[nH]c1=O
 : 1 | -3 | 3 | -13 | 12 | 0 | 2 | -7 | 1
COCCCn1c(SCC(=O)OC2CCCCC2)nnc1-c1ccco1
 : 0.94 | 5 | 7 | 24 | 1 | 6 | 4 | -2 | -2
COc1cc(-c2cc(C(=O)Nc3ccc(S(=O)(=O)NCc4ccco4)cc3)c3ccccc3n2)cc(OC)c1OC
 : 0.91 | 17 | 16 | 1 | 0 | 9 | 14 | -6 | 0
C=CCC1(NCc2ccco2)CCN(CC)CC1
 : 1 | -10 | -17 | 6 | -2 | -1 | 7 | -7 | -1
CCC(CC)C(=O)NCc1ccc(OC)cc1
 : 1.2 | -11 | -28 | 16 | 0 | -20 | -8 | 3 | -3
CC(C)(C)c1ccc(C(=O)N/C(=C\c2cccs2)C(=O)N2CCOCC2)cc1
 : 0.94 | -6 | 7 | 20 | -1 | 6 | 2 | -6 | 0
C=CCSc1nnc(NC(=O)c2cn(CC)c3nc(C)ccc3c2=O)s1
 : 1 | 15 | -42 | -8 | 3 | -1 | 2 | -11 | -1
COc1cc(C)c(Cl)cc1S(=O)(=O)N(C)C
 : 0.86 | 6 | -50 | 22 | 1 | 14 | -10 | 3 | 0
Cc1ccc(NC(=O)c2cccs2)cc1NC(=O)c1ccccc1Cl
 : 0.99 | 8 | -4 | 11 | 1 | 1 | 1 | 0 | 1
C=CC[C@@H](CC(=O)N(CCO)Cc1ccccc1)C(=O)NC[C@@H](OC(=O)[C@@H](CC=C)CC(=O)OC(C)(C)C)c1ccccc1
 : 1 | 9 | 10 | 12 | 1 | 0 | 10 | -6 | 1
CC(C)NS(=O)(=O)c1ccc(NC(=O)C2CCCCC2)cc1
 : 0.96 | 4 | -12 | 4 | -10 | 4 | -4 | -8 | -3
COc1ccc(NC(=O)Cn2ncn3nc(-c4ccc(OC)cc4)cc3c2=O)cc1
 : 0.93 | -9 | 5 | -5 | -3 | 7 | 5 | -5 | -1
CCCCn1c(N)c(N(CC(C)C)C(=O)c2ccc(S(=O)(=O)N3CCCCC3)cc2)c(=O)[nH]c1=O
 : 1 | -1 | 14 | 3 | 2 | -4 | 3 | -3 | -3
O=C(OCn1ncc(Cl)c(Cl)c1=O)c1ccc(C(F)(F)F)cc1
 : 1 | 42* | -15 | 75* | -2 | -2 | -28 | -10 | -6
CC1CC(C)(C)NC(=S)N1CCC(=O)NCc1ccc(F)cc1 (stereo not given)
 : 1 | -9 | -5 | 5 | 1 | -3 | 20 | -1 | 0

Going on with the list:
Every second line gives: mIAP act | TIM10 inh | hIAP block | tim10-1 inh | A3A deaminase | mIAP block | NALP3 yeast inh | APOBEC3G inh | beta cell repl
COC(=O)c1[nH]c(C)c(/C(O)=C2\C(=O)C(=O)N(CCN(C)C)C2c2cc(OC)ccc2OC)c1C (stereo not given)
 : 1.1 | 2 | 7 | 17 | -2 | -6 | 9 | -1 | 6
O=C(Nc1ccc(Br)cc1)C1C2C=CC3(O2)C1C(=O)N(CCN1CCOCC1)C3C(=O)NC1CCCCC1 (stereo not given)
 : 0.95 | 7 | 12 | -7 | -3 | 5 | -21 | -7 | -2
Cn1cccc1/C=N/NC(=O)c1ccco1
 : 1 | -3 | -10 | -10 | 0 | 0 | 6 | -4 | 0
CCCCN(CC)C(=O)Cn1ncc2c3ccccc3n(CCC)c2c1=O
 : 1 | 23 | -2 | 33 | 0 | -2 | -3 | -2 | 5
COc1cc(S(=O)(=O)NC2CCCCC2C)ccc1Cl (stereo not given)
 : 0.98 | -22 | -16 | 19 | -4 | 2 | -5 | -8 | -3
NS(=O)(=O)c1ccc(NC(=O)c2ccc3c(c2)CCN3S(=O)(=O)c2ccccc2)cc1
 : 0.94 | 0 | 3 | 2 | 1 | 6 | 3 | 1 | 2
Cc1ccc(C(=O)NCC(=O)OCC(=O)c2c(N)n(C)c(=O)n(C)c2=O)cc1C
 : 1.1 | 3 | -15 | 0 | 6 | -6 | 7 | -1 | -1
CN1C(=O)C2C3c4ccccc4C(c4ccccc43)[C@@H]2C1=O (stereo not given in full)
 : 0.92 | 7 | -2 | 11 | -3 | 8 | -40 | -5 | -6
COc1ccc(Nc2nc(C)cc(=O)[nH]2)c(OC)c1
 : 1.1 | -9 | 14 | -14 | 0 | -5 | 10 | -3 | -4
COc1ccc(-c2nnn(CC(=O)N(CC(=O)NC3CCCC3)c3ccccc3F)n2)cc1OC
 : 1.1 | -17 | 1 | 4 | -4 | -9 | 12 | -12 | -2
CN(Cc1nc2ccccc2n1C)S(=O)(=O)c1ccc(F)cc1
 : 1.1 | 0 | -26 | 11 | -3 | -10 | -12 | -5 | 0
CCCCN1CCNC[C@@H]1Cc1ccccc1
 : 1.1 | 0 | 5 | -3 | 0 | -11 | 4 | 6 | -1
NNC(=O)CSc1cccc2cccnc12
 : 1 | 11 | -4 | 26 | 0 | -4 | 6 | -6 | 0
CCOC(=O)Cn1nnc(-c2cc(OC)c(OC)c(OC)c2)n1
 : 1.1 | -9 | 1 | -1 | -6 | -12 | 10 | -6 | 0
O=C(Cn1cnc2ccccc2c1=O)NCCC(=O)Nc1ccc2c(c1)OCO2
 : 0.89 | -13 | -8 | -6 | 1 | 11 | 0 | -1 | -1
COc1ccc(C(=O)/C=C2/Sc3cc4c(cc3N2C)OCO4)cc1
 : 1.1 | 0 | -25 | 9 | -4 | -7 | 15 | -6 | 0
Cc1ccc(CNC(=O)C2CCN(S(=O)(=O)N3CCC4(CC3)OCCO4)CC2)cc1
 : 0.93 | -6 | -2 | 2 | 2 | 7 | 6 | -4 | -1
CCOC(=O)C1C(c2ccc(OC)c(OC)c2)c2c([nH][nH]c2=O)CC1(C)O (stereo not given)
 : 1 | -7 | 8 | 11 | -1 | -3 | -11 | -9 | 1
Cc1sc(N2CCN(S(=O)(=O)c3ccc4c(c3)NC(=O)CO4)CC2)nc1-c1ccccc1
 : 1.1 | 11 | 3 | 47* | 4 | -6 | 11 | -1 | -2
O=C1CSC(c2ccccc2O)N1Cc1ccccc1 (stereo not given)
 : 0.96 | 5 | -4 | 9 | 2 | 4 | -2 | -3 | -2
COCCSc1ccccc1C(=O)Nc1ccccc1C(C)C
 : 1 | 11 | -15 | 4 | 0 | -5 | 29 | -3 | -2
CC(C)(c1ccccc1)c1ccc(OCCCNCCO)cc1
 : 1 | 21 | 7 | 20 | -2 | -2 | 26 | -3 | -7
O=C(Nc1cccnc1)c1ccc(NS(=O)(=O)c2cc([N+](=O)[O-])ccc2Cl)cc1
 : 0.96 | -6 | 6 | 1 | 19 | 4 | 14 | 2 | -2
CN1C(=S)SC(N(O)C(=O)NC2CCCCC2)C1(C)C (stereo not given)
 : 1.1 | 7 | 4 | 13 | 3 | -6 | 7 | -3 | 4
COC(=O)c1ccc(C(=O)OC)c(NC(=S)N2CCN(c3ccc(F)cc3)CC2)c1
 : 0.84 | -2 | -8 | 11 | -1 | 16 | 11 | -2 | 1
CC1=NCCN1CCNC(=O)Nc1ccc(F)cc1
 : 1 | 2 | -11 | -9 | -5 | -1 | 19 | -6 | 1
CN(C)C(=O)c1ccc(Nc2ncnc3sc4c(c23)CCCCC4)cc1
 : 1.1 | 15 | 0 | 17 | -4 | -6 | 23 | -5 | 1
Cc1ccccc1C(=O)N1CCN(c2ccc(NC(=O)c3ccc4c(c3)OCO4)cc2)CC1
 : 1 | 11 | -5 | 44* | 0 | -4 | 4 | -3 | -3
COCCN(C(=O)COC(=O)/C(=C/c1ccccc1)NC(C)=O)c1c(N)n(Cc2ccccc2)c(=O)[nH]c1=O
 : 1 | -15 | -23 | 4 | 1 | 0 | 7 | -5 | 0
Cc1nc2c(N=Nc3ccccc3F)c(N)nn2c(N)c1C#N
 : 0.95 | -12 | -33 | -19 | 4 | 5 | 15 | 2 | -2
CC(C)NC(=O)c1onc(CSc2cccc3ccccc23)c1C(=O)O
 : 1.1 | 2 | 5 | -8 | -8 | -7 | -2 | -9 | -4
CCCOc1ccccc1/C=C(\C#N)C(=O)Nc1cccnc1
 : 0.96 | 54* | -15 | 73* | -2 | 4 | 6 | 2 | -2
CCC(/C=N/NC(=O)C(=O)N/N=C/C(CC)CC)CC
 : 1.1 | 2 | -41 | 7 | 2 | -9 | -7 | -1 | 0

Entries of single compounds, looked up by structure. Values in the order: mIAP act | TIM10 inh | hIAP block | tim10-1 inh | A3A deaminase | mIAP block | NALP3 yeast inh | APOBEC3G inh | beta cell repl
O=C1CSC(c2ccccc2O)N1Cc1ccccc1 (stereo not given) reads 0.96 | 5 | -4 | 9 | 2 | 4 | -2 | -3 | -2
CC(C)N=C(Nc1cccnc1)c1ccccc1 reads 0.98 | 18 | 1 | 16 | 2 | 2 | 1 | -7 | 1
